High-throughput results from PubChem.
pAkt inh = HTS Assay for Inhibitors of Akt Phophorylation: Primary Screen | Neuro2A IGF-stimulated pAkt S473 HTRF, 20 min; stronger effect = lower value | actives 0.32% (n = 360,000) | activity change, % for hits at 50 µM | AID 651550, 2012; in the data active means activity change below about -80%; inconclusive means mostly about -51% to -80%; further: on the % scale 0 is the no-effect control and ±100 the full control effect
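Neuro2A cells in DMEM with 0.5% FBS, overnight at 37 deg C, given compound at single 50 µM final, then IGF (6 nM final) for 20 min at 37 deg C. Lysed; phospho-Akt Ser473 by HTRF after 24 h, 665/615 ratio.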
MmCpn inh = Inhibitors of TCP-1 ring complex (TRiC) of Methanococcus maripaludis (MmCpn): qHTS; Potency, µM (highest dose often 76.9 µM), for inactives: top-dose activity, negative = inhibition, hits mostly inhibitors; purified Mm-Cpn ATPase, ADP Transcreener TR-FRET; AID 504842, 2011; actives 0.031% (n = 330,000); Chaperonin Mm-Cpn (Methanococcus maripaludis); further: potency means the concentration at half of the fitted maximal effect; on the % scale 0 is the no-effect control and ±100 the full control effect; nearly all actives have a fitted effect of over 80% in size
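ATPase read-out: TR-FRET ADP immunoassay (anti-ADP Eu cryptate vs ADP-d2), ex 320 nm, em 590/665 nm; signal drops as ADP forms. Enzyme 25 nM, ATP 10 uM, 30 min at 37°C after 10 min compound preincubation.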
Nrf2 block = Nrf2 qHTS screen for inhibitors; Potency, µM (titrated, usually from 46 µM), for inactives: top-dose activity change, negative = inhibition, actives largely listed as inhibitors; actives 2.1% (n = 360,000); A549 ARE-Fluc reporter, luciferase luminescence, 18-24 h; further: potency means the concentration at half of the fitted maximal effect; on the % scale 0 is the no-effect control and ±100 the full control effect; nearly all actives have a fitted effect of over 60% in size
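Reporter: ARE-Fluc in A549. Exposure: 18-24 h, 37 °C, 5% CO2, 5% FBS OPTI-MEM. Readouts: fluorescent cytotoxicity (CellTiter-Fluor), then luminescent Nrf2 signal after BugLite.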
Nrf2 activator = qHTS of Nrf2 Activators. AREc32 ARE-luciferase reporter (MCF7-derived line), luminescence, 24 h. Potency, µM (top dose mostly 46.1 µM), without a hit: top-dose activation, usual class: activators. actives 0.31% (n = 410,000). AID 624171, 2012; further: potency means the concentration at half of the fitted maximal effect; % of control where 0% means no effect; nearly all actives have a fitted effect of over 65% in size
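Reporter line AREc32 (ARE-Fluc), seeded overnight in OPTI-MEM with 5% FBS; compound pin-transferred, 24 hr at 37 deg C, 5% CO2; luminescent read-out.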
A549 viability = Nrf2 qHTS screen for inhibitors: counterscreen for cytotoxicity | A549 ARE-Fluc cells, CellTiter-Fluor viability, 18-24 h | Potency, µM (top dose mostly 46 µM), without a hit: top-dose activity change, negative = cytotoxicity, usual class: inhibitors | actives 0.16% (n = 390,000); further: potency means the concentration at half of the fitted maximal effect; on the % scale 0 is the no-effect control and ±100 the full control effect
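Cytotoxicity counterscreen: CellTiter-Fluor fluorescence was measured in A549 ARE_Fluc cells after 18-24 h of compound exposure in a concentration series. The subsequent BugLite luminescent read reports ARE-luciferase activity.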
EPAC2 antag = qHTS for Antagonist of cAMP-regulated guanine nucleotide exchange factor 2 (EPAC2): primary screen | Rap guanine nucleotide exchange factor 4 (Homo sapiens), Q8WZA2 | EPAC2 GEF exchange of Rap1B-BODIPY-GDP, fluorescence | Potency, µM (titrated, usually from 114 µM), for inactives: at the top dose activity, negative = inhibition, usual class: inhibitors | actives 0.18% (n = 360,000); further: potency means the concentration at half of the fitted maximal effect; on the % scale 0 is the no-effect control and ±100 the full control effect; nearly all actives have a fitted effect of over 45% in size; many of its hits are not listed in these tables
Target sequence (Q8WZA2 whole entry, looked up): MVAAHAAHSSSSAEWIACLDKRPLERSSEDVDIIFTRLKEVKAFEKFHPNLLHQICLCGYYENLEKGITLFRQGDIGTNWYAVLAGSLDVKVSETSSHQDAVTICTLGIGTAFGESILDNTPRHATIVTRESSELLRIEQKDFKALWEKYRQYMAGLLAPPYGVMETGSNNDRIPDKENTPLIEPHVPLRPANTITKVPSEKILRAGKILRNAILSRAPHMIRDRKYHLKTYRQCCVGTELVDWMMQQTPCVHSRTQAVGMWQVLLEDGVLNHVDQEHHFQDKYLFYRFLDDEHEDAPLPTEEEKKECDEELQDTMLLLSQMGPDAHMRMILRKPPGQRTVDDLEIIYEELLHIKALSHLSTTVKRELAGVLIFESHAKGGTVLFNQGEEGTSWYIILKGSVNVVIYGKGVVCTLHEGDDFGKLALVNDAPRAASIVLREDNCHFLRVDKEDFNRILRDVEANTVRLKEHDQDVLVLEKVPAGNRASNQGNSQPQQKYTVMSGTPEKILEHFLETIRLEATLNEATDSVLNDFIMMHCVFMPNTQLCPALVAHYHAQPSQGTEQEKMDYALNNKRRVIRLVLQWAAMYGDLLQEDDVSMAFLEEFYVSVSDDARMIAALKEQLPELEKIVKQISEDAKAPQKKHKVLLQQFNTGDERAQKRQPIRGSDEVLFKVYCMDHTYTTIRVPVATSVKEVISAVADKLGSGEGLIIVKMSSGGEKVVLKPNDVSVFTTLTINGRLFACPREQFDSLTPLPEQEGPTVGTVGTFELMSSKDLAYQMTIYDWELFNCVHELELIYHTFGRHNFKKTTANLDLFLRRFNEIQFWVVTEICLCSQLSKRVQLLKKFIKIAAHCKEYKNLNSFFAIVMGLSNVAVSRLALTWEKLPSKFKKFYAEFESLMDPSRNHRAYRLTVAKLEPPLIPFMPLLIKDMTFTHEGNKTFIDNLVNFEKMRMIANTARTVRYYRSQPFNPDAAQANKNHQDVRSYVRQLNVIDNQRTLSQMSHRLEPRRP
EPAC2 ag = qHTS for Agonist of cAMP-regulated guanine nucleotide exchange factor 4 (EPAC2): primary screen; Rap guanine nucleotide exchange factor 4 (Homo sapiens), Q8WZA2; EPAC2 activation, biochemical qHTS; response scale: 100% = 6.5 mM cAMP response; Potency, µM (doses to about 154 µM), for the others: at the top dose activation, usual class: activators; actives 0.079% (n = 360,000); AID 720711, 2013; further: potency means the concentration at half of the fitted maximal effect; nearly all actives have a fitted effect of over 50% in size
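Fluorescence exchange assay: 100 nM EPAC2 with 250 nM RAP1B-BODIPY-GDP and 50 uM GDP; compounds tested as a concentration-titration series (qHTS). Loss of Rap1-bound BODIPY-GDP fluorescence read at 480/540 nm; data normalized to 6.5 mM cAMP.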
TGFb SMAD3 inh = qHTS for Inhibitors of TGF-b. HepG2 CAGA-GFP TGF-b/SMAD3 reporter, GFP fluorescence, 18 h; TGF-beta stimulated, 500 pg/mL final. Potency, µM (highest dose often 46.1 µM), for the others: at the top dose activity, negative = inhibition, usual class: inhibitors. actives 1.2% (n = 410,000). AID 588855, 2011; further: potency means the concentration at half of the fitted maximal effect; on the % scale 0 is the no-effect control and ±100 the full control effect; nearly all actives have a fitted effect of over 65% in size
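First, reporter cells (HEPG2 CAGA-GFP) rested 2 h at 37 degrees C. Next, compounds were pinned in and TGF-beta added to 500 pg/mL final. After 18 h, GFP was imaged per cell and summed per well.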
CCT chaperon mod = High-Throughput Screening for Modulators of Cytosolic Chaperonin Activity | purified chaperonin ATPase assay, HTRF ADP detection, 30 min | activity change, % (concentration not given with the values), hits read low | actives 0.3% (n = 360,000) | AID 651819, 2012; in the data active means activity change below about -30%; further: on the % scale 0 is the no-effect control and ±100 the full control effect
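ATPase activity: ADP formed was measured by HTRF Transcreener (665/615 nm ratio) after 30 min at 37 deg C with 10 uM ATP. Compounds screened at one 76 uM concentration against 40 or 20 nM TRiC in Tris pH 7.4/KCl/MgCl2/DTT buffer.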
Active calls of the source: *; i = inactive; ? = inconclusive; nt = not tested or not shown; & = joins results of further samples; [ ] = another dose, or the depositor's remark. Unless noted, the call rests on the fitted dose curve; in most records, active means well fitted curve in the direction sought with a large enough effect; inconclusive means small, poorly fitted or top-dose-only effect, or another doubt; inactive means no such curve, though single readings can be large; an effect the other way counts as inactive or inconclusive. Only part of the results is shown (hit frequency here may not be typical).

SMILES | pAkt inh | MmCpn inh | Nrf2 block | Nrf2 activator | A549 viability | EPAC2 antag | EPAC2 ag | TGFb SMAD3 inh | CCT chaperon mod
CC(Oc1ccc(Cl)cc1Cl)C(=O)NCCCCc1ccccc1 (stereo not given) | i | 0% | 0% | 4.9% | 0% | 1% | 10% | -9% | -2.8
O=C1CC(=C(c2ccccc2)c2ccccc2)C(=O)N1CCN1CCN(c2cccc(Cl)c2)CC1 | i | 1% | -26% | -0.6% | -24% | -1% | 22% | ? | 1.1
Cc1onc(-c2c(F)cccc2Cl)c1C(=O)N1CCN(c2ncccn2)CC1 | i | -2% | -18% | -1.2% | -2% | -13% | 4% | 5% | 0.6
CCC(C)(C)NC(=O)C(c1ccccc1Cl)N(C(=O)CCC(=O)Nc1cc(C)on1)C(C)(C)C (stereo not given) | i | 0% | 4% | 0.2% | -9% | -12% | 13% | -3% | -1.3
Cn1c(=O)oc2cc(C(=O)c3ccccc3)ccc21 | i | -2% | nt | 4.2% | 1% | 5% | 4% | ? | 1.0
Cc1onc(-c2ccccc2)c1C(=O)N/N=C/c1ccc(Br)cc1 | i | -3% | -11% | -0.8% | -1% | -12% | 8% | -19% | -0.7
O=C(CCCl)N(Cc1nc2ccccc2c(=O)[nH]1)Cc1cccs1 | i | -2% | -18% | 0.6% | -9% | 0% | 6% | -9% | -4.6
CCCCC(=O)OCC(=O)Nc1cccc(S(=O)(=O)NC2=NCCCCC2)c1 | i | 1% | 0% | -0.1% | -9% | -4% | 17% | 19% | -0.4
O=C(CSc1nc2c(c(=O)[nH]1)CN(Cc1ccc(F)cc1)CC2)Nc1ccccc1Cl | nt | nt | 0% | 0.6% | 5% | nt | nt | 3% | nt
CCOC(=O)c1c(C)[nH]c(C(=O)/C(C#N)=C/c2ccc(OCC)cc2)c1C | i | 0% | -3% | 1.0% | -1% | -1% | -1% | -5% | -119*
COc1ccc(-c2nnc(NC(=O)c3cccs3)s2)c(OC)c1 | i | 0% | ? | 0.3% | 7% | -1% | -1% | -3% | 0.6
Cn1c(SCC(=O)Nc2ccc3c(c2)OCCO3)nnc1-c1ccccn1 | i | 0% | 4% | -0.3% | 2% | 1% | 0% | 1% | -0.5
CCCOc1ccccc1C1CC(=O)NC2=C1C(=O)CCC2 (stereo not given) | i | 0% | nt | -0.5% | ? | 10% | 1% | 12% | -2.8
O=c1c(=O)n(Cc2ccc(Cl)cc2)ccn1Cc1ccc(F)cc1 | nt | nt | 1% | 1.2% | 0% | nt | nt | -22% | nt
COc1ccc(S(=O)(=O)N2CCN(C(=O)c3ccc([N+](=O)[O-])o3)CC2)cc1 | i | -1% | -13% | ? | -7% | -7% | 0% | ? | -3.5
COc1ccc(OC)c(C(=O)c2nc3c(n2O)CCCCC3)c1 | i | 1% | ? | -0.2% | ? | 24% | 4% | 18% | -1.3
COc1ccc(NC(=O)c2cc(-c3cc(F)ccc3OC)n[nH]2)c(C)c1 | i | nt | nt | 2.6% | nt | 3% | 13% | 18% | -0.3
Cc1cc(Br)c(NC(=O)CCNC(=O)OCc2ccccc2)cc1C | i | 1% | -28% | -0.2% | 4% | -14% | 5% | 1% | 0.4
COC(=O)CSc1nnc(NC(=O)CCc2ccccc2)s1 | i | 2% | 3% | 3.9% | 10% | 3% | 5% | -6% | 2.9
CCOc1ccc(-n2cnnn2)cc1S(=O)(=O)Nc1c(C)cccc1C | i | 1% | ? | -0.2% | 1% | 5% | 12% | -8% | -1.0
Cc1c(C(=O)NCc2ccccn2)sc2nc(-c3ccccc3)cn12 | i | 2% | -3% | 3.6% | -2% | 2% | 10% | -14% | -0.5
CC1CCCCC1NC(=O)c1ccc(CSc2nc3ccncc3[nH]2)cc1 (stereo not given) | i | 0% | -6% | -0.9% | ? | -4% | 7% | -29% | -0.9
CCCCOC(=O)c1cccnc1 | i | 0% | 7% | -0.8% | 1% | 2% | 0% | 13% | -1.2
O=C(NCCCN1CCCC1)Nc1cccc2ccccc12 | i | 1% | 9% | 2.9% | 0% | 22% | 2% | 0% | -2.4
COc1ccc(C2=NN(C(=O)CCCC(=O)O)C(c3cn(-c4ccccc4)nc3-c3ccccc3)C2)cc1 (stereo not given) | i | -2% | ? | -0.9% | 10% | 3% | 6% | -10% | -0.8
O=C(O)c1cc(NC(=O)c2ccco2)cc(NC(=O)c2ccco2)c1 | i | 1% | 25% | 0.0% | 3% | 2% | 16% | -3% | -0.4
OCCN1CCN(C2CCC(c3ccc(F)cc3)c3ccc(F)cc32)CC1 (stereo not given) | i | nt | ? | 2.9% | 2% | 5% | 4% | 20µM* | -0.8
Cc1cc(S(=O)(=O)N2CC(=O)N(CCc3ccccc3)C(=O)C2)ccc1F | i | -1% | 3% | -0.3% | -8% | -14% | -8% | 7% | 0.0
C=C(C)COc1ccc(-c2nc(N)ncc2Oc2ccc(OC)cc2)c(O)c1 | i | -2% | -16% | 1.3% | 16% | ? | 9% | ? | 1.4
O=C1CCCC/C=C\C[C@H](CC(=O)N(CCO)Cc2ccccc2)C(=O)N2CCC[C@@H]2CO1 | i | -1% | 6% | -0.5% | 0% | 11% | 6% | 0% | -1.5
COc1ccc(NC(=O)N2CCCC2C(=O)NCc2ccc(C)cc2)cc1 (stereo not given) | i | 0% | -7% | 0.7% | -2% | 3% | 1% | 8% | 1.2
CCc1ccccc1NC(=O)Nc1c[nH]c(=O)[nH]c1=O | nt | nt | 10% | -0.7% | -7% | nt | nt | -29% | nt
Cc1ccc2[nH]c3c(=O)[nH]ncc3c2c1 | i | -4% | -16% | 4.1% | ? | 1% | -3% | -24% | 2.6
O=C(CSc1ccc(-c2ccco2)nn1)c1cccc([N+](=O)[O-])c1 | i | -2% | 16% | 33% | 1% | 17% | 4% | -41% | -2.1
O=C(COc1ccc(S(=O)(=O)N2CCOCC2)cc1Cl)NCCCn1ccnc1 | i | -2% | -4% | 0.1% | 1% | 0% | 5% | 0% | -0.1
O=C(c1ccc2c(c1)OCCO2)C1CCN(S(=O)(=O)c2ccccc2F)CC1 | i | -6% | 13µM* | -0.4% | -21% | -4% | 9% | 3% | -12
CN1CCCN(S(=O)(=O)c2cccc(C#N)c2)CC1 | i | 4% | 8% | 0.3% | 1% | 1% | 5% | -11% | 0.7
CCCN(C)C1CN(Cc2cn(Cc3ccccc3)nn2)S(=O)(=O)C1 (stereo not given) | i | nt | nt | 0.0% | nt | -3% | 0% | nt | 1.7
COc1ccc(-c2cc3nc(-c4ccc(Br)cc4)cc(C(F)(F)F)n3n2)cc1 | nt | nt | 5% | -0.4% | 3% | nt | nt | 0% | nt
CCCN(CCC)CCCNC(=O)c1cn(-c2ccc(OC)cc2)c(=O)c2ccccc12 | i | 0% | 7% | -0.2% | 0% | 0% | 0% | 6% | -4.2
CCC(=O)N1CCc2cc(S(=O)(=O)NC(Cc3ccccc3)C(=O)O)ccc21 (stereo not given) | i | 0% | 3% | -0.2%&-1.0% | 0%&-4% | 16% | 17% | 2%&0% | -0.5
COc1cccc(NC(=O)COC(=O)C2CC3CCCC(C2)C3=O)c1 (stereo not given) | i | -1% | ? | -0.5% | ? | 3% | 12% | 31%[activator] | -0.6
O=C(Cn1ccc2ccccc2c1=O)N1CCN(c2cccc(Cl)c2)CC1 | i | -3% | nt | 0.0% | 3% | -2% | 3% | -5% | -0.1
CC(O)c1cc2c(cc1NC(=O)c1cnn3c1NC(c1ccco1)CC3C(F)(F)F)OCO2 (stereo not given) | i | -1% | nt | -0.3% | -6% | 0% | -4% | -27% | 0.8
Cc1ccnc2nc(C(=O)Nc3nnc(-c4ccc(Cl)cc4)o3)nn12 | i | 0% | 3% | -0.3% | -4% | 6% | -1% | 3% | 1.0
O=C(NCCc1nc2ccccc2[nH]1)c1ccc(Br)o1 | i | -1% | -11% | 4.2% | 3% | 3% | 7% | 9% | -1.3
COc1ccc(CNC(=O)C(c2ccco2)N(C(=O)c2snc(C(N)=O)c2N)c2ccccc2OC)cc1 (stereo not given) | i | 1% | -16% | 0.8% | 1% | 2% | 3% | -4% | -3.1
c1ccc(CSc2nnnn2-c2ccc3c(c2)OCCO3)nc1 | i | 1% | 3% | 0.3% | -5% | 9% | 7% | -28% | 2.2
O=C(CSc1nc2ccccc2c(=O)[nH]1)Nc1ccccc1C(F)(F)F | nt | 0% | 11% | 2.8% | 3% | 6% | 2% | -30% | -1.9

Sorted by formula weight (largest number first): part of the list above
SMILES | pAkt inh | MmCpn inh | Nrf2 block | Nrf2 activator | A549 viability | EPAC2 antag | EPAC2 ag | TGFb SMAD3 inh | CCT chaperon mod
CC(O)c1cc2c(cc1NC(=O)c1cnn3c1NC(c1ccco1)CC3C(F)(F)F)OCO2 (stereo not given) | i | -1% | nt | -0.3% | -6% | 0% | -4% | -27% | 0.8
Cc1ccnc2nc(C(=O)Nc3nnc(-c4ccc(Cl)cc4)o3)nn12 | i | 0% | 3% | -0.3% | -4% | 6% | -1% | 3% | 1.0
O=C(NCCc1nc2ccccc2[nH]1)c1ccc(Br)o1 | i | -1% | -11% | 4.2% | 3% | 3% | 7% | 9% | -1.3
